# MrgX1 antagonist – blocks BAM8-22 activation of human MrgX1 receptor; 310,000 compounds, 1.3% hits; B-score at 10 µM; MRGX1-HEK293 calcium flux, Fluo-4, BAM8-22 antagonism; hits give low values;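 active = calcium-response B-score plate-corrected more than 3 library SD below zero, starting fluorescence within 5 deviations, no agonist response on first addition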;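 also: peak minus trough fluorescence over baseline after final BAM8-22 challenge near maximal dose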
# TRPC4 act – opens the mouse TRPC4 cation channel. Q9QUQ5. HEK293 TRPC4beta/mu-opioid, Fluo4 calcium fluorescence; hits give high values. B-score at 10 µM. 310,000 compounds, 0.49% hits. AID 2237;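 active = B-score above 5 SD of library B-scores, and initial fluorescence ratio not above library mean plus 5 SD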;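 also: positive B-score marks a calcium rise read as TRPC4 activation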
# Target sequence (Q9QUQ5 whole entry, looked up): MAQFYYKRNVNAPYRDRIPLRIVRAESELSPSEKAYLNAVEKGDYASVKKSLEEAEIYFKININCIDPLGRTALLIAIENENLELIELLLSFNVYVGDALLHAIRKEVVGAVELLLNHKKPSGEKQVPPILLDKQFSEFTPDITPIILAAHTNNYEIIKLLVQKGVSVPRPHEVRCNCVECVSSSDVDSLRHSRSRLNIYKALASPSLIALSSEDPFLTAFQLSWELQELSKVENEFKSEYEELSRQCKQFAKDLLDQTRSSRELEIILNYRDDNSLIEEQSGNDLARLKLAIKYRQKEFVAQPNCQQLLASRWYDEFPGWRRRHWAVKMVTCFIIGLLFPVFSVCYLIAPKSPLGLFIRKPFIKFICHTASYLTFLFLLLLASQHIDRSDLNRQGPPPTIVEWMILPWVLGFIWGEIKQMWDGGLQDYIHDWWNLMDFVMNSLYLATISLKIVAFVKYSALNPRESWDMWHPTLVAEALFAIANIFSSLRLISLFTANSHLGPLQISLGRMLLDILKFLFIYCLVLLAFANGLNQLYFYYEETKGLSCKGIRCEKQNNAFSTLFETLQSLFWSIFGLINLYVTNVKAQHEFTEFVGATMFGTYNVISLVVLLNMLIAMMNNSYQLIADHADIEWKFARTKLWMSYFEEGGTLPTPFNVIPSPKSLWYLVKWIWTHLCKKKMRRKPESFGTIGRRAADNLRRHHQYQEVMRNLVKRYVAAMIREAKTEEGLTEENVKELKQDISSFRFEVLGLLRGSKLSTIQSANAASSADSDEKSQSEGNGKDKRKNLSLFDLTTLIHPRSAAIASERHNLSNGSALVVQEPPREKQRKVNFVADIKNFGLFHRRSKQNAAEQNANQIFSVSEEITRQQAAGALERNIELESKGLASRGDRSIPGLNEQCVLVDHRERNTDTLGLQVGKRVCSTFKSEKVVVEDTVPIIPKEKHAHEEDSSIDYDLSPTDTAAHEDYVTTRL
#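 Assay system – TRPC4beta and mu-opioid receptor HEK293 stable cells · Measured by – Fluo4 fluorescence, kinetic · Schedule – dye loading 45 min room temperature, 110 s kinetic read · Read-out – B-scored integrated calcium fluorescence ratio · Controls – buffer and maximal DAMGO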
# AI-2 QS mod – Vibrio harveyi AI-2 quorum sensing modulation; activity change, % at 7.5 µM; 300,000 compounds, 0.4% hits; AID 2094; Vibrio harveyi JMH597 AI-2 luminescence/OD600 ratio, 9 h; hits give low values; strain lacks LuxN and CqsS sensors; 0 = neutral-control median; in the data active = activity change below about -75%, passing the limit was not always enough;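 also: luminescence divided by OD600 gain over 9 h not by final OD600 alone; inactives centre near 13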
# TRPC4 block – blocks the mouse TRPC4 cation channel; Q9QUQ5; HEK293 TRPC4beta/mu-opioid, DAMGO-evoked Fluo4 calcium flux; hits give low values; B-score at 10 µM; 300,000 compounds, 0.39% hits;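 active = B-score over 3 SD under the library average, no early fluorescence shift, positive overall ratio signal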
#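 material = TRPC4beta/mu-opioid receptor HEK293 cell line | probe or stimulus = sequential submaximal and maximal DAMGO stimulation | compound dosing = one concentration per compound | measured by = Fluo4 Ca2+ flux fluorescence | evaluation = integrated fluorescence ratio relative to baseline, converted to per-well B score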
# TRPC6 activator – activators of mouse TRPC6 channel; Q61143; HEK293-TRPC6 membrane potential dye fluorescence; hits give high values; B-score at 10 µM; 310,000 compounds, 0.13% hits;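 active = B-score of the integrated fluorescence ratio above library mean plus 3 SD, and starting fluorescence ratio within library mean plus 5 SD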;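 also: higher score means more depolarization so channel activation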
# TRPC6 inh – inhibitors of mouse TRPC6 channel; 310,000 compounds, 1.1% hits; AID 2553; HEK293-TRPC6, membrane potential dye, ACh-evoked depolarization; hits give low values; B-score at 10 µM;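 active = B-score under library mean minus 3 SD, initial fluorescence not abnormally high, positive integrated signal ratio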;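 also: B-score derived from integrated fluorescence ratio over the kinetic read; more negative B-score means stronger inhibition of depolarization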
# MrgX1 allo act – allosterically activates human MrgX1 receptor signaling; B-score at 10 µM; 310,000 compounds, 0.63% hits; MrgX1-HEK293, Fluo-4 calcium flux, FDSS; hits give high values; Q96LB2; AID 588675;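 active = plate-corrected calcium response at least 3 library SD above typical, normal starting fluorescence, not activating the receptor alone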;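 also: compound read alongside a low EC10 to EC30 dose of BAM8-22 agonist; peak minus trough fluorescence over baseline measured at the second addition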
# HIF act – HIF pathway transcriptional activation. U2OS HRE-luciferase reporter, luminescence; normalized: DMSO 0%, desferrioxamine 100%. activation, % at 7.5 µM (by protocol). 300,000 compounds, 0.32% hits. AID 1910;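 active = mean activation of at least 10% of the iron chelator positive control signal, with at least half of replicates also reaching 10%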
# PolyA inh – blocks polyadenylation in yeast reporter cells. S. cerevisiae SKY197-pL101 polyadenylation reporter, beta-gal luminescence; efflux-impaired pdr1/pdr3 knockout yeast; score 100 = 6 SD above DMSO. calls only at 12 µM. 300,000 compounds, 0.02% hits;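 active = lowest replicate activity score at least 50, where 100 means six control SD above control mean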;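 also: yeast exposed to compound for 9 h at 30 °C; higher score means more reporter readthrough which indicates perturbed polyadenylation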
# MrgX1 agonist – agonists of human MrgX1 receptor; 310,000 compounds, 0.44% hits; MrgX1-HEK293 cells, Fluo-4 calcium fluorescence, agonist mode; hits give high values; Q96LB2; B-score at 10 µM;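 active = calcium response B-score plate-corrected fluorescence ratio at least 3 library SD, with starting fluorescence B-score inside 5 SD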
#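 Material: MrgX1-expressing HEK293 cells / Dosing: compound as first of three additions / Incubation: overnight seeding, then 1 h dark dye loading / Signal: Fluo-4 NW calcium fluorescence / Evaluation: B-scored fluorescence response ratio / Benchmarks: positive and negative control wells on each plate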
# TRPC4 PAM – allosterically enhances the mouse TRPC4 cation channel; Q9QUQ5; B-score at 10 µM; AID 2227; HEK293 TRPC4beta/mu-opioid, DAMGO EC20, Fluo-4 Ca2+ flux; hits give high values; 310,000 compounds, 0.42% hits;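 active = B-score of calcium response area above 5 SD of library B-scores, with initial fluorescence ratio within 5 SD of library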;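 also: B-score of integrated fluorescence ratio over time as area under calcium response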
# The depositor's hits bear a star; i = inactive; nt = no result given. The list is partial; count on the stated rates, not on these rows.
structure	MrgX1 antagonist	TRPC4 act	AI-2 QS mod	TRPC4 block	TRPC6 activator	TRPC6 inh	MrgX1 allo act	HIF act	PolyA inh	MrgX1 agonist	TRPC4 PAM
COc1ccc(-c2csc(N(C)C(=O)c3cccs3)n2)cc1	i	i	19	i	i	i	i	-1.2	i	i	i
Cn1c(=O)c(=O)n(C)c2cc([N+](=O)[O-])c(N3CCOCC3)cc21	i	i	27	i	i	i	i	0.0	i	i	i
COc1cc(OC)nc(N/N=C(\c2ccccc2)c2ccncc2)n1	i	i	11	i	i	i	9.1*	0.2	i	i	i
CC(C)(C)c1nc2ccccc2c2nnc(SCC(=O)Nc3nccs3)n12	i	i	23	i	i	i	i	1.5	i	i	i
Cc1cc2cc(CNS(=O)(=O)c3ccc4ccccc4c3)ccc2n1C	i	i	7	i	i	i	i	-0.5	i	i	i
COc1ccc(C(=O)N/C(=C\c2ccccc2)C(=O)N2CCOCC2)cc1	i	i	8	i	i	i	i	-0.3	i	i	i
COC(=O)CCCn1nc(NC(=O)COc2ccc(F)cc2)cc1C	i	i	nt	i	i	i	i	-0.7	i	i	i
O=C(c1ccccn1)c1ccc2ccccc2n1	i	i	6	i	i	i	i	0.3	i	i	i
Cc1ccn2c(CNCC3COCCO3)c(C(=O)N3CCCCCC3)nc2c1 (stereo unspecified)	i	i	3	i	i	i	i	-0.8	i	i	i
Cc1ccc2c(c1)c1c3n2CC(=C2C(=O)OC(C)(C)OC2=O)NC3CCC1 (stereo unspecified)	i	i	2	i	i	i	i	-0.4	i	i	i
COC(=O)c1ccccc1N=Nc1c(C)n[nH]c1C	i	i	11	i	i	i	i	-0.3	i	i	i
O=C(c1cccs1)N1CCN(S(=O)(=O)Cc2ccccc2)CC1	i	i	0	i	i	i	i	0.4	i	i	i
O=C(NCCCN1CCCC1=O)c1ccc2c(c1)NC(=O)c1ccccc1S2	i	i	7	i	i	i	i	-0.5	i	i	i
Cc1ccc(OCCNC(=O)c2ccc3ccccc3n2)cc1	i	i	-57	i	i	i	i	0.2	i	i	i
CCN(CC)S(=O)(=O)c1ccc(/C=C/C(=O)OCC(=O)c2c(N)n(C)c(=O)n(C)c2=O)cc1	i	i	26	i	i	i	i	-0.8	i	i	i
O=C(NC(=S)NC1CCCCC1)c1ccc(F)cc1	i	i	31	i	i	i	7*	3.8	i	i	i
CCCCS(=O)(=O)C(=C1Nc2ccccc2N1)S(=O)(=O)CCCC	i	i	19	i	i	i	i	-0.3	i	i	i
O=C(Cn1nnc2ccccc2c1=O)Nc1cc(C(F)(F)F)ccc1N1CCOCC1	i	i	18	i	i	i	i	0.4	i	i	i
O=C(CN1CCOCC1)Nc1ccc(Oc2ccc(NC(=O)CN3CCOCC3)cc2)cc1	i	i	20	i	i	i	i	-0.2	i	i	i
O=C(Nc1cc(C(F)(F)F)ccc1Cl)C(Sc1cccc[n+]1[O-])c1ccccc1 (stereo unspecified)	i	i	12	i	i	i	i	-0.3	i	i	i
Cc1ccc(S(=O)(=O)NC(=O)c2cc(C)n(CCCN3CCOCC3)c2C)cc1	i	i	10	i	i	i	i	-0.2	i	i	i
CCOC(=O)C1(CC2CCCCO2)CCN(Cc2c(C)cc(C)cc2-n2cccn2)CC1 (stereo unspecified)	i	106*	19	i	i	i	i	-0.4	nt	i	i
CC(C)c1nn2c(N)c(/C=C3\C=Nc4ccccc43)c(=O)nc2s1	i	i	23	i	i	i	13*	0.0	i	i	i
COc1ccc(NC(=O)OCCN2CCN(Cc3ccccc3)CCC2=O)cc1	i	i	-1	i	i	i	i	2.5	i	i	i
CN(C)S(=O)(=O)c1ccc(N2CCCC2)c(C(=O)N2CCN(S(=O)(=O)c3cccc(F)c3)CC2)c1	i	i	40	i	i	i	i	-0.4	i	i	i
Cc1c(C(=O)Nc2c3c(nn2C(C)(C)C)CS(=O)(=O)C3)cccc1[N+](=O)[O-]	i	i	25	i	i	i	i	-0.7	i	i	i
Cc1[nH]c(=O)c(C(=O)c2cc(Cl)ccc2O)cc1C(=O)O	i	i	25	i	i	i	i	-0.3	i	i	i
COc1ccc(C(=O)NC(=S)Nc2ccc3c4c(cccc24)CC3)cc1OC	i	i	26	i	i	i	i	-0.5	i	i	i
Cc1ccc(Cn2nc(C)c(NC(=O)CSc3nc4c(c(C(F)(F)F)n3)CCc3ccccc3-4)c2C)cc1	i	i	27	i	i	i	i	-0.2	i	i	i
O=C(Cc1c(F)cccc1Cl)N1CCOCC1	i	i	21	i	i	i	i	0.0	i	i	i
Nc1nonc1C(=O)NCCc1ccccc1	i	i	-10	i	i	i	i	0.5	i	i	i
CCCn1cc(S(=O)(=O)c2ccccc2)c(=O)c2cc(OCC)ccc21	i	i	25	i	i	i	i	0.2	i	i	i
CCN(C(=O)c1cccnc1SC)C12CC3CC(CC(C3)C1)C2	i	i	32	i	i	i	i	-0.1	i	i	i
COc1ccc(CCNC(=O)COc2ccc(S(=O)(=O)N3CCOCC3)cc2)cc1	i	i	23	i	i	i	i	-0.3	i	i	i
CC(C)(CO)N1CCN(C(=S)Nc2ccccc2)CC1	i	i	32	i	i	i	i	-15	i	i	i
Nc1c(Cl)cc(C2=NCCn3nc4ccccc4c32)cc1Cl	i	i	15	i	i	i	i	0.1	i	i	i
O=S(=O)(c1ccccc1)N1CCCC1c1nc2ccccc2s1 (stereo unspecified)	i	i	-2	i	i	i	i	0.4	i	i	i
CN(CC(=O)NCC1CCCO1)S(=O)(=O)c1cc(Cl)ccc1Cl (stereo unspecified)	i	i	7	i	i	i	i	2.1	i	i	i
Cc1ccc([N+](=O)[O-])cc1NC(=O)C1CCN(S(C)(=O)=O)CC1	i	i	30	i	i	i	i	-0.2	i	i	i
CCOCCCNc1nc2c(C)cccn2c(=O)c1/C=C1\SC(=S)N(CC(C)C)C1=O	-6.8*	i	18	i	i	i	i	-0.6	i	i	i
N/C(=N\OC(=O)Cc1cccs1)c1ccc(Br)cc1	i	i	-39	i	i	i	i	0.9	i	i	i
Cc1cc(NC(=O)C23CC4CC(C2)CC(n2cnc([N+](=O)[O-])n2)(C4)C3)no1	i	i	20	i	i	i	i	-0.4	i	i	i
O=[N+]([O-])c1ccccc1Sc1nccn1Cc1ccccc1	i	i	20	i	i	i	i	-3.4	i	i	i
O=C(CC1S/C(=N/N=C/c2cccs2)NC1=O)Nc1ccc(Cl)c(Cl)c1 (stereo unspecified)	i	i	4	i	i	i	i	-0.4	i	i	i
Cc1ccc2nc(NCC(=O)NN)nc(-c3ccccc3)c2c1	i	i	42	i	i	i	i	0.1	i	i	i
N#CC1=C(N)OC2=C(C(=O)CCC2)C1C1CC=CCC1 (stereo unspecified)	i	i	22	i	i	i	i	0.0	i	i	i
O=C(CNC(=O)c1ccc(OC(F)F)cc1)Nc1cccc(S(=O)(=O)N2CCCC2)c1	i	i	15	i	i	i	i	1.1	i	i	i
Cc1c(Br)c([N+](=O)[O-])nn1CC(=O)Nc1cccc2nonc12	i	i	17	i	i	i	i	-0.2	i	i	i
CCC(C)C(NC(=O)OC(C)(C)C)C(=O)NC(CC(C)C)C(N)=O (stereo unspecified)	i	i	24	i	i	i	i	-2.0	i	i	i
COCCNc1nc(N)c([N+](=O)[O-])c(Nc2ccc(F)cc2)n1	i	i	5	i	i	i	i	-1.0	i	i	i
COCCNCC(=O)N1CCCCCC1	i	i	19	i	i	i	i	-0.2	i	i	i
COc1ccc(C)cc1NS(=O)(=O)c1ccc2c(c1)CCN2C(C)=O	i	i	21	i	i	i	i	0.0	nt	i	i
COc1ccc(NC(=O)Nc2ccc(OC)cc2)cc1	i	i	1	i	i	i	i	1.7	i	i	i
Nc1nonc1-n1nnc(C(=O)N/N=C/c2ccc(Cl)cc2Cl)c1CN1CCOCC1	i	i	7	i	i	i	i	-0.6	i	i	i
Cn1c2c(c(=O)c3ccccc31)CCC(C)(C)O2	i	i	3	i	i	i	i	-0.5	i	i	i
CC(=O)c1c(C)[nH]c(C(=O)OCC(=O)Nc2cc(Cl)ccc2[N+](=O)[O-])c1C	i	i	21	i	i	i	i	0.9	i	i	i

# Next results follow:
structure	MrgX1 antagonist	TRPC4 act	AI-2 QS mod	TRPC4 block	TRPC6 activator	TRPC6 inh	MrgX1 allo act	HIF act	PolyA inh	MrgX1 agonist	TRPC4 PAM
COc1cccc(C(=O)NC(Cc2ccccc2)c2ccc3c(c2)OCCCO3)c1 (stereo unspecified)	i	i	22	i	i	i	i	0.1	i	i	i
CC(C)Cc1ccc(CN2CCCC(NC(=O)Cn3cnnn3)C2)cc1 (stereo unspecified)	i	i	8	i	i	i	i	0.2	i	i	i
CC(=O)c1ccc(OCC(O)CN2CCN(CC(O)COc3ccc(C(C)=O)cc3)CC2)cc1 (stereo unspecified)	i	i	13	i	i	i	i	0.1	i	i	i
Cc1c(C(=O)N/N=C/c2cccs2)nnn1-c1nonc1N	i	i	16	i	i	i	i	0.6	i	i	i
CC(=O)c1cccc(NC(=O)N2CC(C)OC(C)C2)c1 (stereo unspecified)	i	i	9	i	i	i	i	-0.2	i	i	i
CC(Sc1ccccc1)C(=O)NNC(=O)c1ccncc1 (stereo unspecified)	i	i	-9	i	i	i	i	-7.7	i	i	i
CCOC(=O)COc1ccc(Br)cc1C1NC(=O)NC(C)=C1C(=O)NCc1ccccc1 (stereo unspecified)	i	i	27	i	i	i	i	0.0	i	i	i
COC(=O)c1ccc(CSc2nc(C(F)F)cc(C)c2C#N)o1	i	i	24	i	i	i	i	-0.1	i	i	i
CCOC(=O)CSc1nnc(-c2ccncc2)o1	i	i	11	i	i	i	i	0.0	i	i	i

# Screening results deposited in PubChem BioAssay by several laboratories.
